# Source: PubChem
# ABHD5-PLIN5 inh: ABHD5-PLIN5 interaction inhibitors, primary screen, cell lysate, split luciferase complementation, luminescence. inhibition, % at 4 µM. Perilipin-5 (Homo sapiens) + 1-acylglycerol-3-phosphate O-acyltransferase ABHD5 (Homo …. AID 602281, 2012. 360,000 tested, 0.78% active. Split G. princeps luciferase complementation, 4 h;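 active means inhibition above the mean inhibition across every tested compound plus 3 SD, cut at about 22% in these data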;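 further: 0% = DMSO only wells and the 100% control is not disclosed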
# H9c2 protect: cardioprotection against H2O2-induced cell death, primary screen, uHTS, H9c2 cells, ATPLite luminescence | H9c2 cardiomyocytes, H2O2 injury protection, 2 h | protection from H2O2 cell death, % at 20 µM | 360,000 tested, 0.63% active | AID 588492, 2011;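 active means compounds giving at least 50% protection of heart cells from peroxide-induced death in the single-dose screen, raw or plate-pattern-corrected value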;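 further: 0% = DMSO wells with peroxide and 100% = DMSO wells without peroxide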
# PDI turbidity: inhibitors of human PDI, primary screen, biochemical, turbidity, single point, plate reader | inhibition, % at 10 µM | AID 588391, 2011 | 350,000 tested, 0.052% active | PDI insulin aggregation turbidity, A650, 90 min;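 active means mean inhibition across replicates of 30% or more, whatever share of single replicates reach that level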;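 further: absorbance from insulin aggregation driven by PDI reduction with DTT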
# Target sequence (P07237 whole entry, looked up): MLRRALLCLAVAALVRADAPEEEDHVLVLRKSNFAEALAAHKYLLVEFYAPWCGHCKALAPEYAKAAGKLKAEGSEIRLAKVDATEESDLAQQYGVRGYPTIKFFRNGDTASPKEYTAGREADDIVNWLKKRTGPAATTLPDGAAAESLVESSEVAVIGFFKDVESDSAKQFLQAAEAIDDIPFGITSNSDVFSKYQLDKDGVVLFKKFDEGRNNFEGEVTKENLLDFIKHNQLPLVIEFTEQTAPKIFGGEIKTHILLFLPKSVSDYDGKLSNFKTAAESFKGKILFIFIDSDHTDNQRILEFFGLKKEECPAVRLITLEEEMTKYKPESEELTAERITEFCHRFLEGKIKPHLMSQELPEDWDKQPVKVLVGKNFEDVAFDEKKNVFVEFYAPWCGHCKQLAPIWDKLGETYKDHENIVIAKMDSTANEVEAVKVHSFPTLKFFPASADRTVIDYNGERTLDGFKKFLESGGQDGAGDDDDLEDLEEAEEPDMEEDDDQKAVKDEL
# ABCB6 inh MLPCN: ABCB6 transporter inhibitors, primary screen, K562-ABCB6 cells, flow cytometry, MLPCN library | K562-ABCB6 porphyrin accumulation, 1 h; hits give low values | 360,000 tested, 0.19% active | fluorescence ratio to DMSO, % at 10 µM;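 active means fluorescence ratio to DMSO below 75%, the collection mean minus 3 SD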;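 further: signal is porphyrin accumulated inside mitochondria; 100% equals median channel fluorescence of DMSO control wells; lower ratio means ABCB6 inhibition with less porphyrin fluorescence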
# CaV13 FRET inh: Primary screen for inhibitors of IQ motif and Ca2+-dependent inactivation inhibitor domain binding in CACNA1D, Förster resonance energy transfer in living cells, … | HEK cells, CFP/YFP FRET ICDI-IQ, plate reader, 10 min; percent FRET-ratio fall versus neutral wells | inhibition, % at 12.3 µM | 340,000 tested, 0.098% active | AID 743397;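 active means mean replicate inhibition of at least 30% and at least 1% of replicates passing that level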;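 further: 0% = median of the neutral control wells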
# HTR2A ag: mouse Htr2a agonists via beta-arrestin recruitment, primary screen, cell-based, luminescence; 5-hydroxytryptamine receptor 2A (Mus musculus), P35363; 360,000 tested, 0.66% active; AID 624169, 2012; activation, % at 7.6 µM; CHO-K1 mHTR2A beta-arrestin complementation; percent of 30 µM serotonin response;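 active means activation above a run cutoff, the mean activation of all tested compounds plus 3 SD, cut at about 14% in these data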;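 further: 0% = plate median of compound wells and 100% = 30 µM serotonin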
# Granule exo inh: LAMP-1 surface exposure blockers, TALL-104 cells – cell-based, flow cytometry, MLPCN library, primary screen; inhibition, % at 10 µM; 360,000 tested, 0.66% active; TALL-104 LAMP-1 surface exposure; cells stimulated with thapsigargin and PMA; AID 651702, 2012;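 active means inhibition above about 55%, limit read from the data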
# MC4R barr agon: MC4R agonists recruiting beta-arrestin, primary screen, cell-based, luminescence, agonist arm of biased-ligand search; 360,000 tested, 0.98% active; AID 540308, 2011; activation, % at 8.9 µM; Melanocortin receptor 4 (Homo sapiens), P32245; U2OS MC4R beta-arrestin complementation; percent of melanotan II response, DMSO zero;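 active means activation above a per-plate cutoff, the mean activation of sample wells on that plate plus 3 SD, cut at about 8% in these data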
# Target sequence (P32245 whole entry, looked up): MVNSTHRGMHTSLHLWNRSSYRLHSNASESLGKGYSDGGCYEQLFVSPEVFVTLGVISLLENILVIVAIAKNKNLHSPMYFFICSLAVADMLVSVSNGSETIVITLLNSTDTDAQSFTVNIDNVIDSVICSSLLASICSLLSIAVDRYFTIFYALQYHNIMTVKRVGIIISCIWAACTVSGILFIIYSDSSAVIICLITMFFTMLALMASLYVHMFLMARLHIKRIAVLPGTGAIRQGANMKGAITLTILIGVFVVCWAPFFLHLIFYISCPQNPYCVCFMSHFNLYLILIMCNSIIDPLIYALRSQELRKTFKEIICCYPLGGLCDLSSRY
# N-glyco inh: increase of ERlucT glycosylation luciferase signal, primary screen, N-linked glycosylation inhibitor project, D54 ERlucT cells, luminescence, set 2. D54 ERlucT glycosylation luciferase reporter, 24 h; percent of 100 nM tunicamycin response. reporter increase, % at 12.5 µM. 360,000 tested, 0.23% active;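 active means mean luciferase reporter signal, scaled so untreated is 0 and the glycosylation-blocking control 100, at or above a set limit in every replicate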;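 further: luciferase carries N-glycosylation sites so blocking glycosylation raises the light; 0% = median of neutral control wells and 100% = median of 100 nM tunicamycin wells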
# MC4R antagonist: MC4R antagonists of cAMP signaling, primary screen, cell-based, TR-FRET, antagonist arm of biased-ligand search. 360,000 tested, 0.48% active. inhibition, % at 6.5 µM. Melanocortin receptor 4 (Homo sapiens), P32245. AID 540295, 2011. MC4R-expressing cells, MTII-stimulated cAMP, LANCE TR-FRET;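 active means inhibition above its plate's cutoff, the mean of tested wells on that plate plus 3 SD, cut at about 29% in these data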;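 further: 0% = Melanotan II alone and 100% = Melanotan II plus saturating MCL0020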
#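 System: U2OS cells stably expressing human melanocortin 4 receptor (MC4R). Reagent: Melanotan II challenge after compound preincubation. Doses: 6.5 µM. Times: 30-min compound, 1-h challenge, 1-h detection, room temperature. Measured by: TR-FRET with Eu-cAMP and labeled anti-cAMP, 671 nm. Replicates: singlicate.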
# * marks the source's active call; other numbers are inactive results; . = not tested or not shown.
SMILES,ABHD5-PLIN5 inh,H9c2 protect,PDI turbidity,ABCB6 inh MLPCN,CaV13 FRET inh,HTR2A ag,Granule exo inh,MC4R barr agon,N-glyco inh,MC4R antagonist
O=C(c1cc(=O)c2ccccc2o1)N1CCCc2ccccc21,-3.2,3.1,7.5,91.0,-4.9,0.1,0.1,-1.8,-3.9,5.3
C/C=C(\C)CN1CCN(c2ccccc2)CC1,0.3,-1.9,-3.1,.,.,13.9,-2.8,-2.1,1.7,9.0
CNC(=O)CN(c1cc(C)ccc1OC)S(=O)(=O)c1ccc(C)cc1,-3.5,-2.5,7.0,100.0,-5.3,-4.6,0.1,0.4,-0.9,2.1
COc1cc(OC)cc(C(=O)Nc2ccc3nc4n(c(=O)c3c2)CCCCC4)c1,-6.7,9.5,0.9,97.0,-2.5,0.0,-3.8,-2.2,5.0,-4.0
CCOc1ccc(NC2=CC(=O)C(=O)c3ccccc32)cc1,-43.3,-20.3,3.3,99.0,-1.2,-1.6,10.4,-2.1,-20.1,-27.1
S=C(NCCc1ccccc1)N1CCC2CC1c1c(Cl)cccc12 (centres undefined),2.5,-8.3,-6.0,93.0,-2.9,-4.7,-7.2,-0.9,-4.3,6.1
Cc1cc(C)n(CC(=O)n2c3ccccc3c3ccccc32)n1,5.7,-8.3,0.6,94.0,-5.6,0.5,-9.9,2.1,-1.7,0.8
NC(=O)CC(NC(=O)c1ccccc1)c1ccc(NCCN2CCOCC2)c([N+](=O)[O-])c1 (centres undefined),-5.0,-7.7,-3.2,99.0,-11.1,4.7,-7.6,0.2,0.1,-6.5
CC(=O)Nc1ccc2c(c1)CCC2=O,-2.9,-8.1,3.4,99.0,-4.6,1.4,16.0,-1.0,3.7,3.6
Cn1ccnc1C(OC(=O)c1ccccc1)C(F)(F)F (centres undefined),4.7,7.8,7.5,106.0,-18.7,4.7,-0.8,-0.1,-0.8,4.5
Cc1cc(NC(=O)CSc2nnc(-c3ccccc3)n2C)no1,2.4,0.2,-5.5,104.0,-4.5,10.1,-1.5,-0.8,1.9,3.3
CC(=O)Nc1ccc(Nc2nc(Cl)nc(Nc3ccc(NC(C)=O)cc3)n2)cc1,11.7,-1.6,1.0,96.0,-2.1,2.6,0.5,2.5,0.7,-2.6
O=S(=O)(Nc1ncn[nH]1)c1ccc2ccccc2c1,3.9,8.1,5.6,96.0,.,-0.6,-1.2,0.4,-1.7,8.1
COc1cccc(-c2cc(C(=O)O)c3cc4ccccc4cc3n2)c1OC,1.7,-7.8,-5.9,101.0,-3.6,1.3,-6.6,-2.5,1.9,1.1
CSc1nccc(Oc2cncc(Cl)c2)n1,-0.6,6.6,3.9,94.0,-5.3,2.4,3.7,0.3,-3.2,2.0
COc1cc(/C=N/Nc2ccc(C(F)(F)F)cn2)cc(OC)c1O,-10.0,-1.5,4.0,101.0,-7.3,-2.0,3.3,1.1,17.4,-6.9
O=C(/C=C/c1ccco1)OCc1nnc(-c2ccc(Cl)cc2)o1,2.9,-15.2,-1.8,100.0,-7.2,-5.2,4.3,-2.1,2.1,31.6*
CCOC(=O)c1[nH]c(CSc2nnc(-c3ccncc3)n2CCOC)c(C(=O)OCC)c1C,-4.0,5.7,-5.6,98.0,-3.9,1.6,-0.2,1.0,0.4,1.1
CS(=O)(=O)N1CCC(Oc2ccccc2C(=O)N2CCC[C@H]2CO)CC1,3.4,4.3,5.7,105.0,-5.9,-1.1,2.5,-2.3,-0.9,-5.9
CC(C)OP(=O)(OC(C)C)C1(O)C(=O)Nc2ccccc21 (centres undefined),-2.1,-2.0,-1.6,110.0,.,-1.3,-0.1,0.2,1.0,15.9
O=C(c1ccc(Br)cc1)C1CCc2occc2C1=O (centres undefined),0.6,-0.6,-5.8,93.0,-4.0,1.0,-2.1,-2.0,-1.1,0.4
COc1ccc(/C=C2\C(=O)NC(=S)N2C(=O)c2ccc(C)cc2)cc1,-8.8,0.8,-5.5,97.0,-17.0,4.3,-0.8,-0.7,-0.3,-0.6
Cn1cc(CCNC(=O)CC2C(=O)NCCN2CC(c2ccccc2)c2ccccc2)cn1 (centres undefined),0.3,3.0,-4.5,93.0,2.1,3.4,-0.1,-1.5,-0.2,-3.4
COc1ccccc1CNC(=O)C1CCN(c2nc3ccccc3o2)CC1,2.1,0.1,-7.0,99.0,-8.5,2.2,-0.2,2.3,0.3,6.0
O=C(CCSc1nc(-c2ccc3c(c2)OCO3)cc(C(F)(F)F)n1)NCc1ccco1,8.9,-12.0,2.7,98.0,-5.7,-1.3,10.1,0.8,-1.9,22.8
CCOC(=O)C1=C(CC)Nc2ccccc2N/C1=N\S(=O)(=O)c1ccc(C(=O)OCC)cc1,-2.5,-7.1,3.3,93.0,-4.7,1.3,-7.1,-2.0,0.6,0.1
CCC1(c2ccccc2)NC(=O)N(CC(=O)Nc2cccc(S(=O)(=O)N3CCCCC3)c2)C1=O (centres undefined),8.9,-6.3,2.2,103.0,-4.9,-4.4,-5.5,1.4,-2.9,11.2
O=C(COC(=O)COc1ccc(Cl)cc1Cl)NC1CCS(=O)(=O)C1 (centres undefined),12.0,-3.0,10.1,98.0,-5.5,2.1,-3.1,-0.7,1.5,9.3
CCCCn1c(/N=C/c2ccc(N(C)C)cc2)nc2ccccc21,5.9,-7.7,12.2,87.0,-4.2,3.1,-1.6,2.2,1.1,-5.9
COc1ccc(C=O)cc1COc1ccc2c(c1)OCO2,4.0,10.8,0.5,102.0,-2.4,-8.2,0.0,-1.6,20.8,-25.4
O=C1CCc2cc(S(=O)(=O)NCCC(=O)NC3CCN(Cc4ccccc4)CC3)ccc2N1,-3.1,11.1,8.0,94.0,-5.1,-15.6,-0.6,2.1,1.3,7.2
O=C(CN1CCN(C(=O)c2ccc(-c3nc4ccccc4s3)o2)CC1)Nc1cccc(F)c1,8.2,-0.2,-5.2,95.0,-14.8,2.4,-0.8,-1.4,1.1,0.3
Cc1nc2sccn2c(=O)c1S(=O)(=O)NC(C)c1ccccc1 (centres undefined),3.5,13.5,.,101.0,-6.9,7.1,-1.7,1.1,-1.3,-7.9
C=CCn1c(-c2cccc(OC)c2)nc2nc3ccccc3nc21,1.2,9.1,-1.9,91.0,-4.5,-4.7,-1.3,-0.2,3.4,2.4
O=C(CN1C(=O)NC2(CCOc3ccccc32)C1=O)NCc1ccccc1 (centres undefined),0.8,0.4,-0.8,93.0,-6.9,3.8,-3.1,-0.8,2.3,0.2
Cc1ccc(C(=O)NCCc2nnc(SCC(=O)Nc3nc(-c4ccccc4)cs3)n2C)cc1,-11.3,6.6,0.0,99.0,-5.6,-1.0,-2.9,21.0*,-1.5,-4.3
NC(=O)c1ccsc1NC(=O)c1cccs1,-2.9,-1.1,-10.5,101.0,-6.7,0.5,-4.6,-1.1,2.5,17.4
Cc1occc1C(=O)N/N=C/c1ccc(N(C)C)cc1,1.6,-7.7,4.7,96.0,-2.6,4.6,-7.9,0.5,-15.3,-15.2
CCCCC1(COC(=O)CCC(=O)O)C(=O)N(c2ccccc2)N(c2ccccc2)C1=O,2.6,-5.0,1.4,94.0,-4.7,0.3,0.2,0.3,4.7,7.4
O=c1oc(Nc2ccccc2Cl)nc2ccccc12,-6.9,-4.5,-4.3,93.0,-2.2,2.6,0.0,-1.1,-3.0,-7.5

# The closing 3 records of the part before are carried over, then new ones follow.
SMILES,ABHD5-PLIN5 inh,H9c2 protect,PDI turbidity,ABCB6 inh MLPCN,CaV13 FRET inh,HTR2A ag,Granule exo inh,MC4R barr agon,N-glyco inh,MC4R antagonist
Cc1occc1C(=O)N/N=C/c1ccc(N(C)C)cc1,1.6,-7.7,4.7,96.0,-2.6,4.6,-7.9,0.5,-15.3,-15.2
CCCCC1(COC(=O)CCC(=O)O)C(=O)N(c2ccccc2)N(c2ccccc2)C1=O,2.6,-5.0,1.4,94.0,-4.7,0.3,0.2,0.3,4.7,7.4
O=c1oc(Nc2ccccc2Cl)nc2ccccc12,-6.9,-4.5,-4.3,93.0,-2.2,2.6,0.0,-1.1,-3.0,-7.5
CCOC(=O)c1c(C)[nH]c(C)c1C(=O)COC(=O)/C=C/c1ccc(OC)cc1,-6.1,9.6,2.6,96.0,-6.7,-9.3,-2.3,-1.4,18.6,-28.8
COc1cccc(CN2CC(C(=O)N(C)Cc3ccc(C)cc3)CCC2=O)c1 (centres undefined),-2.9,-3.2,5.6,97.0,-2.5,-5.8,-1.5,-2.1,2.8,3.6
CCCOC(=O)C1C2C=CC3(CN(c4cccc(Cl)c4)C(=O)C13)O2 (centres undefined),0.3,13.3,.,101.0,-3.9,-0.5,-1.9,-0.3,-1.5,-3.7
O=C(CC1COc2ccccc2O1)NC1CCCCC1 (centres undefined),1.5,4.9,-3.4,97.0,.,-0.8,-2.0,-0.7,2.1,-5.0
CCOc1ccccc1C(=O)N[C@H](C(=O)OCc1cc(=O)oc2cc(C)ccc12)C(C)C,20.1,1.6,10.9,92.0,-4.5,-2.6,-3.3,3.3,-3.6,-13.6
COc1ccc(/C=C2\CCn3c2nc2cc(C(=O)O)ccc2c3=O)cc1,0.7,2.9,4.7,95.0,-13.7,5.8,-1.1,-0.8,4.2,-14.3
CCc1nc(SCC(=O)Nc2nnc(CC(C)C)s2)n[nH]1,1.0,-7.4,1.6,96.0,-3.9,-2.0,5.5,-2.8,1.1,0.6
CC(=O)OCc1ccccc1Sc1ccccc1C(=O)NCc1ccccc1,-3.0,-11.7,-1.1,101.0,-4.7,-1.7,-6.1,-0.8,-1.2,8.8
Cc1ccc(Cc2c(-c3ccc(Br)cc3)nc3ccc(Cl)cn23)cc1,-6.8,-7.2,.,103.0,-7.9,-0.3,-1.5,.,-2.5,.
CCN(CC)CCCNC(=O)c1ccc(CS(=O)(=O)c2ccccc2OC)o1,-10.5,2.2,-6.0,101.0,-4.4,0.7,6.8,0.4,0.7,-6.4
O=C1OCCC1Sc1ncnc2sc3c(c12)CCC3 (centres undefined),-0.4,7.1,-2.2,93.0,0.2,-3.4,-1.6,-2.2,-1.5,0.0
COc1cc(Br)cc(CNc2ccc(F)c([N+](=O)[O-])c2)c1O,-4.7,-12.4,4.6,101.0,-3.6,-1.2,3.2,-4.1,-0.1,-9.4
COc1ccc(CCNC(=O)c2ccccc2NC(=O)C2=C(C)OCCS2)cc1OC,4.7,-2.3,2.3,99.0,-7.0,3.2,-3.2,-0.1,-0.3,11.3
